USP1 inh: inhibitors of human USP1/UAF1 deubiquitinase | O94782 | recombinant USP1/UAF1, Ub-Rhodamine cleavage fluorescence | Potency, µM (top dose mostly 57.1 µM), for inactives: at the top dose activity change, negative = inhibition, hits mostly inhibitors | 390,000 compounds, 0.23% hits | AID 743255; also: potency is read from the fitted curve at half-maximal effect; % is scaled to controls: 0 for no effect and ±100 for the full control effect; nearly all actives have a fitted effect of over 60% in size; inactives centre near -12
Target sequence (O94782 whole entry, looked up): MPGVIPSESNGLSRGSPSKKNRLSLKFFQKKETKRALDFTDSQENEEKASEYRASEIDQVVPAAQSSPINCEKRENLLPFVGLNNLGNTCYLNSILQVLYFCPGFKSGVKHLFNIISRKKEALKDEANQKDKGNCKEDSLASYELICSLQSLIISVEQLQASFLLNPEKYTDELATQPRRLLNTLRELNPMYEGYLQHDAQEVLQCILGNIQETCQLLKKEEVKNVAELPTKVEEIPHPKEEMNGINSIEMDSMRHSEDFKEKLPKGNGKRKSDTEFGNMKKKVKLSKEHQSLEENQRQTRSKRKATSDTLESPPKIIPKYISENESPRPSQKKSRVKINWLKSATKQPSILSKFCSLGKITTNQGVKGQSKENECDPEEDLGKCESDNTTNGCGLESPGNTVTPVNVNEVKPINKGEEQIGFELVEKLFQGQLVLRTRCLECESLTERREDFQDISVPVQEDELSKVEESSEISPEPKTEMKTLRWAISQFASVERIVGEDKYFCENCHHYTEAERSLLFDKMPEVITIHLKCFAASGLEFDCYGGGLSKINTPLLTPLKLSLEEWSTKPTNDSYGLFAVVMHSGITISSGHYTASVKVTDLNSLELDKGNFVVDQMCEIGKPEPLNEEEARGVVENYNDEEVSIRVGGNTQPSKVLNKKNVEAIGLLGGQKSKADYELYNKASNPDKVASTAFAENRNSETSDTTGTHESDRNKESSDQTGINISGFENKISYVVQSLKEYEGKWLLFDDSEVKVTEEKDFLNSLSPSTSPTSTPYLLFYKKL
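USP1/UAF1 complex (1 nM) preincubated 15 min at room temperature with compound, then Ub-Rho substrate (150 nM final) added. Kinetic fluorescence at 480/540 nm over 6 reads at 60 s intervals; 50 mM HEPES pH 7.8, 0.5 mM EDTA, 0.1 mg/ml BSA, 1 mM TCEP, 0.01% Tween-20.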
mIDH1 inhibitor: inhibitors of human mutant IDH1 R132H; O75874; AID 602179; IDH1-R132H enzyme, NADPH consumption, diaphorase/resazurin fluorescence; 390,000 compounds, 0.093% hits; Potency, µM (titrated, usually from 76.6 µM), for the others: at the highest dose activity change, negative = inhibition, actives largely listed as inhibitors; also: potency is read from the fitted curve at half-maximal effect; % is scaled to controls: 0 for no effect and ±100 for the full control effect; nearly all actives have a fitted effect of over 65% in size
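IDH1-R132H (0.5 ug/mL dispensed) in pH 7.5 Tris buffer was preincubated 30 min with compound, then given a substrate mix of 0.016 mM NADPH and 2 mM alpha-KG for 80 min at room temperature; remaining NADPH was read by diaphorase/resazurin fluorescence.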
TrxR1 inh: blocks rat thioredoxin reductase 1; O89049; recombinant rTrxR1, NADPH fluorescence consumption, selenite substrate; Potency, µM (titrated, usually from 114 µM), for the others: at the highest dose activity change, negative = inhibition, actives largely listed as inhibitors; 390,000 compounds, 1% hits; AID 588453; also: potency is read from the fitted curve at half-maximal effect; % is scaled to controls: 0 for no effect and ±100 for the full control effect; nearly all actives have a fitted effect of over 65% in size
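Rat TrxR1 (90 nM in the dispensed reagent) was pre-reduced with 400 uM NADPH for 5 min at room temperature, then incubated with compound for 15 min. After 400 uM selenite was added, NADPH fluorescence (Ex 340/Em 450 nm) was followed for 8 min.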
HP1b binding inh: HP1-beta chromodomain-methylated histone interaction inhibition. AlphaScreen HP1-beta / biotin-H3K9me3 peptide binding. Potency, µM (series often up to 114 µM), inactives show at the top dose activity change, negative = inhibition, actives largely listed as inhibitors. 390,000 compounds, 0.56% hits. AID 540317; also: potency is read from the fitted curve at half-maximal effect; nearly all actives have a fitted effect of over 70% in size; inactives centre near 23
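Compound inhibition of the preformed complex between 50 nM HP1-beta and 50 nM biotinylated H3K9me3 peptide was read by AlphaScreen. Buffer was PBS pH 7.4 with 0.01% Tween-20. Incubations ran 30 min at room temperature, with 10 ug/mL donor/acceptor beads.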
PI4K2A inh: PI4K2A (human) kinase inhibition; Q9BTU6; purified PI4K2A, ADP-Glo luminescence, 1 h; stronger effect = lower value; activity change, negative = inhibition, % at 76.9 µM; 420,000 compounds, 0.13% hits; AID 1346378; in the data active = activity change below about -50%; inconclusive = mostly about -30% to -49%;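 also: -100% = wells without enzyme as full effect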
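ADP-Glo luminescence measured ADP generated by PI4K2A enzyme (4 ug/mL before mixing) with 1.2 mM PI substrate (pre-mix) and 300 microM ATP (pre-mix). Tris pH7.5 buffer with MgCl2, Triton X-100; 1 h reaction at ambient temperature.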
TrxR1 substrate: is turned over as a substrate by rat TrxR1; O89049; purified TrxR1 substrate turnover, NADPH consumption readout; Potency, µM (titrated, usually from 114 µM), for the others: at the highest dose activity change, negative = substrate turnover; 390,000 compounds, 0.01% hits; AID 588456; also: potency is read from the fitted curve at half-maximal effect; % is scaled to controls: 0 for no effect and ±100 for the full control effect; nearly all actives have a fitted effect of over 50% in size
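Rat TrxR1, dispensed at 90 nM, was prereduced with 400 uM NADPH (final) for 5 min at ~22 deg C, then incubated with compound 15 min before 400 uM selenite. A first-read NADPH fluorescence drop versus no-compound background flagged substrates.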
Pin1 inh: blocks the human prolyl isomerase Pin1; AID 504891; Potency, µM (titrated, usually from 115 µM), inactives show top-dose activity, negative = inhibition, usual class: inhibitors; Q13526; 390,000 compounds, 0.009% hits; Pin1 FP peptide displacement, HiFluor488, 10 min; active = well fitted inhibition curve with a large enough effect in the polarisation, with a control signal flat, not every such curve was filed as active; inconclusive = small, poorly fitted or top-dose-only effect, or effect the other way, or a change in a side signal; inactive = no such curve, though single readings can be large or run the other way; the % refers to the polarisation; also: potency is read from the fitted curve at half-maximal effect; % is scaled to controls: 0 for no effect and ±100 for the full control effect
Target sequence (Q13526 whole entry, looked up): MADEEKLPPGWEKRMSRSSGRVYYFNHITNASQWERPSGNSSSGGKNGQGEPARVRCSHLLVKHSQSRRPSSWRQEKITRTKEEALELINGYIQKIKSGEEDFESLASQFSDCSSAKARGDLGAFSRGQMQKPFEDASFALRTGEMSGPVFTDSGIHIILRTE
GLS inh: glutaminase GLS (human) inhibition | Potency, µM (titrated, usually from 45.5 µM), for inactives: at the top dose activity change, negative = inhibition, usual class: inhibitors | AID 624170 | GLS enzymatic activity, qHTS titration | 410,000 compounds, 0.21% hits | O94925; also: potency is read from the fitted curve at half-maximal effect; % is scaled to controls: 0 for no effect and ±100 for the full control effect
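Two-point fluorescence kinetic (t0, 30 min RT) for hKGA; glutamate detected via glutamate oxidase–HRP–Amplex Red. Substrate: 1 mM L-glutamine solution; buffer 45 mM KH2PO4, pH 8.2.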
Tb PGK inh: inhibitors of T. brucei phosphoglycerate kinase | PGK/GAPDH coupled, Kinase-Glo luminescence, 60 min | Potency, µM (highest dose often 57.5 µM), without a hit: at the top dose activity change, negative = inhibition, hits mostly inhibitors | 380,000 compounds, 0.043% hits | AID 602233; also: potency is read from the fitted curve at half-maximal effect; % is scaled to controls: 0 for no effect and ±100 for the full control effect; nearly all actives have a fitted effect of over 60% in size
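Recombinant glycosomal PGK reaction used 1,3-bisphosphoglycerate generated in-well by GAPDH (100nM final) in 100mM TEA pH 7.6, 5mM MgCl2, 0.01% Tween-20. After 60 minutes at room temperature, ATP was read by Kinase-Glo Plus luminescence end-point.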
Active calls of the source: *; i = inactive; ? = inconclusive; . = no result given; [ ] = dose if it differs, or a comment. Unless noted, calls follow the shape of the dose curve; as a rule, active = well fitted curve in the direction sought with a large enough effect; inconclusive = small, poorly fitted or top-dose-only effect, or another doubt; inactive = no such curve, though single readings can be large; an effect the other way counts as inactive or inconclusive. The list is partial; count on the stated rates, not on these rows.

SMILES	USP1 inh	mIDH1 inhibitor	TrxR1 inh	HP1b binding inh	PI4K2A inh	TrxR1 substrate	Pin1 inh	GLS inh	Tb PGK inh
S=C(NCCc1ccccc1)NCCc1ccccc1	4%	0%	-18%	11%	1	-8%	0%	12%	-1%
O=C(/C=C/c1ccco1)OCC(=O)N1CCCCC1	-6%	3%	1%[11.4 µM]	2%	2	7%[11.4 µM]	-2%	-17%	-3%
O=C(C1CCC1)N1CCC(O)(c2cccc(F)c2)CC1	-17%	-2%	7%[57.1 µM]	23%	4	-9%[57.1 µM]	7%	0%	-4%
CC(C)S(=O)(=O)c1csc(NC(=O)Nc2ccc(Cl)cc2)c1	-22%	2%	16%	36%	-5	3%	-2%	4%	-7%
CCCCC(=O)OCC(=O)Nc1ccc(OC(F)F)cc1	-16%	4%	10%	75%[activator]	5	4%	-4%	8%	6%
COc1cccc(CNC(=O)c2cc3cc(C)ccc3n2C)c1	-14%	-12%	25%	47%[activator]	1	4%	-3%	5%	1%
Cc1ccc(NC(=O)/C=C/c2ccc(Cl)cc2)nc1	-13%	6%	25%[57.1 µM]	28%	-23	-10%[57.1 µM]	11%	-8%	i
O=C(/C=C/c1ccccc1)NCCC1=CCCCC1	-19%	5%	1%	40%[activator]	3	-6%	-6%	6%	-1%
CCOC(=O)CNC(=O)N1CCc2ccc(NC(=O)c3ccccc3OC)cc2C1	2%	2%	13%	22%	5	-1%	3%	2%	-1%
COc1ccc(OC)c(CCNC(=O)CCCn2c(=O)c3cccn3c3ccccc32)c1	-8%	-8%	12%	18%	-1	-2%	2%	0%	4%
Cc1cccc(C(=O)Nc2ccc3nc(SCC(=O)N4CCc5ccccc54)sc3c2)c1	-11%	-7%	8%	67%[activator]	-2	4%	-10%	-1%	-10%
CC(=O)NS(=O)(=O)c1ccc(NC(=O)c2ccc(S(=O)(=O)N3CCCC3)cc2)cc1	-4%	-7%	7%	20%	-1	0%	3%	1%	-8%

3 compounds already listed, sorted by their value in Pin1 inh, ascending.
SMILES	USP1 inh	mIDH1 inhibitor	TrxR1 inh	HP1b binding inh	PI4K2A inh	TrxR1 substrate	Pin1 inh	GLS inh	Tb PGK inh
Cc1cccc(C(=O)Nc2ccc3nc(SCC(=O)N4CCc5ccccc54)sc3c2)c1	-11%	-7%	8%	67%[activator]	-2	4%	-10%	-1%	-10%
COc1cccc(CNC(=O)c2cc3cc(C)ccc3n2C)c1	-14%	-12%	25%	47%[activator]	1	4%	-3%	5%	1%
CC(=O)NS(=O)(=O)c1ccc(NC(=O)c2ccc(S(=O)(=O)N3CCCC3)cc2)cc1	-4%	-7%	7%	20%	-1	0%	3%	1%	-8%

Next entries:
SMILES	USP1 inh	mIDH1 inhibitor	TrxR1 inh	HP1b binding inh	PI4K2A inh	TrxR1 substrate	Pin1 inh	GLS inh	Tb PGK inh
Cc1ccc(/C(N)=N/OC(=O)COc2cccc3ccccc23)cc1	-26%	-5%	.	.	-3	.	.	-5%	4%
CCON1C(=O)C2(CCCCC2)C(=O)C12C=CCCC2 (configuration not stated)	-19%	5%	2%[57.1 µM]	47%[activator]	0	10%[57.1 µM]	-1%	0%	3%
COc1ccc2c(c1)C(=O)N1[C@H]3c4cc(Cl)ccc4OC[C@@H]3[C@H](c3ccccc3)[C@]1(C)C(=O)N2	5%	2%	24%	18%	-2	6%	21%	1%	3%
O=C(Nc1ccc(F)cc1)C(Cc1ccccc1)n1cccc1 (configuration not stated)	-7%	0%	7%	9%	4	-8%	1%	-13%	-2%
O=S(=O)(c1ccccc1)N1CCN(S(=O)(=O)c2ccc(F)cc2)CC1	-8%	1%	21%	18%	3	-1%	2%	-3%	-4%
Cc1ccc(C(=O)Nc2nnc(-c3ccncc3)o2)cc1	-19%	5%	7%	50%[activator]	-5	0%	0%	2%	-4%
COCC1CCN(Cc2nc(Cc3ccccc3Cl)no2)CC1	-19%	4%	16%[57.1 µM]	22%	-4	9%[57.1 µM]	0%	8%	i
CCn1c(C)nc2cc(C(N)=O)ccc21	-3%	1%	-10%	13%	29	-5%	1%	-2%	-2%
COC(=O)c1ccc(COC(=O)CNS(=O)(=O)c2ccccc2)cc1	-21%	5%	23%	24%	1	8%	2%	8%	-8%
CC(C)[C@H](NC(=O)c1ccccc1Cl)C(=O)OCC(=O)NCc1ccc2c(c1)OCO2	-21%	0%	18%	157%[activator]	1	0%	-8%	1%	-4%
O=C(Nc1nc2ccccc2n1Cc1ccc(Cl)cc1)c1ccco1	-7%	2%	-4%[57.1 µM]	19%	0	16%[57.1 µM]	2%	-7%	-8%
CC(NC(=O)c1ccc(CS(C)(=O)=O)cc1)c1ccc(-n2ccnc2)cc1 (configuration not stated)	-7%	4%	-9%	41%[activator]	1	-1%	3%	-6%	i
NC(=O)c1nsc(C(=O)N(Cc2ccco2)C(C(=O)NCc2ccccc2)c2ccc(O)cc2)c1N (configuration not stated)	-22%	-16%	-1%	?	-20	6%	-3%	2%	-7%
COc1cc(F)ccc1CN1CCC(C(=O)Nc2ccc(Oc3ccccc3)nc2)CC1	?	-16%	23%	16%	2	4%	-9%	-11%	-4%
Cc1cccc([C@@H]2[C@@H]3C(=O)N(Cc4ccccc4)C(=O)[C@@H]3[C@]3(Cc4ccc(Cl)cc4)C(=O)N(c4ccc(Br)cc4)C(=O)N23)c1	-24%	-12%	16%[57.1 µM]	23%	0	4%[57.1 µM]	15%	-2%	i
COc1ccccc1CN1CCC(n2nccc2NC(=O)CCOc2ccccc2)CC1	-16%	-5%	13%	15%	2	6%	-1%	-3%	-7%
CCCc1nnc(SCC(=O)N2C(C)CCCC2C)n1CCCOC (configuration not stated)	-3%	18%	-4%	48%[activator]	-5	-3%	39%[activator]	-6%	1%
CCc1noc(C)c1C(=O)N1CCN(S(=O)(=O)c2c(C)c(C)cc(C)c2C)CC1	0%	-1%	-9%	24%	-2	-5%	4%	10%	8%
CCCc1[nH]nc2c1C(c1cccc(OC)c1)C(C#N)=C(N)O2 (configuration not stated)	-10%	1%	?	27%	-3	-10%	1%	12%	-6%
CCCC1=[N+](CC(=O)c2ccccc2)CCn2c(C)ccc21	-16%	3%	?	30%	-1	2%	31%[activator]	-4%	-11%
CCOc1ccc(-n2c(=S)sc3c(=O)n(-c4ccccc4)c(SC)nc32)cc1	-8%	-10%	21%	-7%	3	-2%	?	2%	4%
Cc1ccc(NC(=O)C2CCN(S(=O)(=O)c3ccc4[nH]c5c(c4c3)CCCCC5)CC2)cc1	-12%	12%	20%[57.1 µM]	27%	3	-2%[57.1 µM]	16%	2%	-6%
COc1cccc(N2C(=O)c3cccnc3C2O)c1 (configuration not stated)	-1%	-5%	25%	11%	-4	1%	1%	-2%	-9%
CC1(c2nnc(-c3ccncc3)o2)CC(c2c(Cl)cccc2Cl)=NO1 (configuration not stated)	-17%	4%	-17%	43%[activator]	0	-9%	0%	4%	6%
COc1c(C)cccc1C(=O)Nc1ccc(N2CCN(S(C)(=O)=O)CC2)cc1	-5%	0%	-8%	14%	1	-7%	?	32%[activator]	i
CC(=O)Nc1ccc(/C=C(\C#N)C(N)=O)cc1	-4%	-2%	13%[57.1 µM]	10%	1	-2%[57.1 µM]	0%	0%	-8%
COc1cccc(C(=O)Nc2cccc(NC(=O)c3ccccc3Cl)c2)c1	-11%	11%	33%	-6%	-4	3%	12%	0%	-5%
CC(C)=CC(=O)Nc1cccc(S(=O)(=O)NC2=NCCCCC2)c1	-22%	-7%	21%	35%	1	4%	6%	1%	5%

Structural class, the compounds so far containing an aryl thioether with sulfur outside any ring.
SMILES	USP1 inh	mIDH1 inhibitor	TrxR1 inh	HP1b binding inh	PI4K2A inh	TrxR1 substrate	Pin1 inh	GLS inh	Tb PGK inh
Cc1cccc(C(=O)Nc2ccc3nc(SCC(=O)N4CCc5ccccc54)sc3c2)c1	-11%	-7%	8%	67%[activator]	-2	4%	-10%	-1%	-10%
CCCc1nnc(SCC(=O)N2C(C)CCCC2C)n1CCCOC (configuration not stated)	-3%	18%	-4%	48%[activator]	-5	-3%	39%[activator]	-6%	1%
CCOc1ccc(-n2c(=S)sc3c(=O)n(-c4ccccc4)c(SC)nc32)cc1	-8%	-10%	21%	-7%	3	-2%	?	2%	4%
